Bioassay records (PubChem)
OX1R antag: blocks the human orexin 1 receptor | OX1R-expressing cells, FRET antagonist read-out | inhibition, % at 6.6 µM | actives 1.8% (n = 330,000); in the data active means inhibition mostly above about 38%, no sharp cut-off; inactive means mostly below about 40%;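 further: 0% = agonist challenge alone and 100% = reference antagonist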
Target sequence (O43613 whole entry, looked up): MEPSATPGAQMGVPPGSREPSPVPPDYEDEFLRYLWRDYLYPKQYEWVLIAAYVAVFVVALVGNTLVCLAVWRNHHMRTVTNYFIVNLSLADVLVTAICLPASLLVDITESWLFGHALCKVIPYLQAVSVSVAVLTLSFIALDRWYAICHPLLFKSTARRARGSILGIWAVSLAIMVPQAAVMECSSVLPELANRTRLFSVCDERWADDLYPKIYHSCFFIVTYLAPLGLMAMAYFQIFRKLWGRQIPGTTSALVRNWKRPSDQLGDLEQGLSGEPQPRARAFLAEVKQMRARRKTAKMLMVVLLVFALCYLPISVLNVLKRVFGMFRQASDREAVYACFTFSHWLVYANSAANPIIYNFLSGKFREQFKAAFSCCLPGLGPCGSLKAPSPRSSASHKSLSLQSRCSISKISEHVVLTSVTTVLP
STK33 kinase inh: blocks human STK33 kinase activity; purified STK33, MBP phosphorylation, ADP-Glo luminescence; inhibition, % at 10 µM; actives 0.073% (n = 320,000); AID 2661;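 active means inhibition at or above 25%, using the most active replicate where run in duplicate; inactive means inhibition below 25%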
Target sequence (Q9BYT3 whole entry, looked up): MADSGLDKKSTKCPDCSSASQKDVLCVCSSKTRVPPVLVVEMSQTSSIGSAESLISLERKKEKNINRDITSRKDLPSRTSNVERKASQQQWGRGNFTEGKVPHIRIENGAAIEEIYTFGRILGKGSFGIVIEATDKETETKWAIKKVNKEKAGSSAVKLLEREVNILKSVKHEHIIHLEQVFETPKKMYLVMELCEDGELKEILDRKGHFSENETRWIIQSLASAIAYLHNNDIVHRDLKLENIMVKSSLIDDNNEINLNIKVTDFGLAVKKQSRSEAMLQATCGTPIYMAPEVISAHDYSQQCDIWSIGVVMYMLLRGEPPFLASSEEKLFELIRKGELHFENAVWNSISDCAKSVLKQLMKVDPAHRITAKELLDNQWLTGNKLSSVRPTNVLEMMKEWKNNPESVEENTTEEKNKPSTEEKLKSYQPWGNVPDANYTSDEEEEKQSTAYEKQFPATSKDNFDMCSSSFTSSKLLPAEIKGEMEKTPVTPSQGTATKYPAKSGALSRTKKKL
Active calls of the source: *; x = not tested or not shown.

SMILES	OX1R antag	STK33 kinase inh
COCCCN1C(=O)/C(=C\c2cccs2)C(C(=O)OC)=C1C	8.5	1.7
CCN(CC(F)(F)C(F)F)S(=O)(=O)c1ccc(NC(=O)OC)cc1	15.5	0.4
O=C(Cc1cc(=O)[nH]c(=O)[nH]1)N1CCC(Cc2ccccc2)CC1	11.4	-0.7
Cc1cccc(-[n+]2c(-c3cccc(Br)c3)[nH]c3nc4ccccc4nc32)c1	4.5	-1.5
COc1ccc(C)cc1NC(=O)C(NCC(O)c1ccccc1)c1ccccc1 (stereo not drawn)	20.9	-0.5
Cc1cc(C)c2sc(NC(=O)C3CC3)nc2c1	17.2	0.2
CN(C)c1cc(-c2ccc(Cl)cc2)oc(=O)c1Cl	15.5	0.9
CCN(CC)CCN(C)C(=O)CCc1nnc(-c2ccc(C)s2)o1	15.8	-0.1
COc1cc(C2C(C#N)=C(N)Oc3c2oc(CO)cc3=O)cc(OC)c1OC (stereo not drawn)	19.0	-1.0
CN(C)C(/C=C/Nc1ccc(C#N)cc1)=C(C#N)C#N	13.7	0.8
COc1ccc2[nH]c(C(=O)O)c(CCN3C(=O)c4ccc(C(=O)O)cc4C3=O)c2c1	10.2	2.0
O=C(NCc1cccnc1)C1CCCN(S(=O)(=O)c2ccc(Br)cc2)C1 (stereo not drawn)	16.3	-1.7
COc1ccc(CN2[C@@H](CC(=O)O)c3ccc(C(F)(F)F)cc3S2(=O)=O)cc1	10.4	-2.4
Cc1ccc(/C=C/C(=O)N2CCN(S(=O)(=O)c3c(C)c(C)cc(C)c3C)CC2)o1	12.4	-1.0
CC1CC(C)CN(C(=O)COC(=O)COc2ccc(C#N)cc2)C1 (stereo not drawn)	5.5	-2.8
CC1Cc2nc(SCC(=O)NCc3ccccc3)n(Cc3ccccc3)c(=O)c2S1 (stereo not drawn)	14.5	0.4
COc1cc(CO)cc(-c2cc(CO)cc(OC)c2OC)c1OC	22.6	0.4
COc1ccc(/C=C(\NC(=O)c2ccc(OC)c(OC)c2)C(=O)NCCc2c[nH]c3ccccc23)cc1	22.5	-2.8
C=CCn1c(-c2ccc(OC)cc2)csc1=Nc1c(C)n(C)n(-c2ccccc2)c1=O	24.1	0.2
COc1ccc(NC(=S)NCCc2ccc(S(N)(=O)=O)cc2)c(OC)c1	3.2	-0.5
NC(=O)C1CCN(C(=O)CCC(=O)c2cccs2)CC1	3.4	0.6
COc1ccccc1C(=O)N/N=C(\C)CC(=O)Nc1ccc(Nc2ccccc2)cc1	7.3	-1.9
CCCSc1nc2ccsc2c(=O)n1CC	15.1	-0.7
Nn1c(SCC(=O)N2CCCCC2)nnc1-c1ccncc1	18.9	0.6
COc1ccc(-n2cc(-c3ccccc3)[nH]c2=S)c(OC)c1	-9.0	-0.8
O=C(CN1CCCCC1)c1c[nH]c2ccccc12	3.5	-0.5
CN(C(=O)CSc1nc2ccccc2c(=O)n1-c1ccc(F)cc1F)C1CCS(=O)(=O)C1 (stereo not drawn)	15.6	2.6
CCCCOc1ccc(C(=O)N=c2sccn2C)cc1OC	36.0	-0.3
OCCNCCCCOc1ccc(F)cc1	10.3	-2.4
O=C(c1ccc(Cl)c(Cl)c1)N1CCN(Cc2ccc3c(c2)OCO3)CC1	4.2	-1.3
Cc1ccc(C(=O)CCc2ccc(N)cc2)cc1	1.6	-2.7
CCOC(=O)c1cnc2cc(-c3ccc(Br)cc3)nn2c1C	15.4	0.3
CCOC(=O)N1CCN(C(=O)COc2ccc3c(c2)C(=O)CC2(CCN(C(C)=O)CC2)O3)CC1	15.2	-0.6
O=[N+]([O-])c1cc([N+](=O)[O-])c(Oc2c(F)cccc2F)cc1NN1CCCCC1	17.3	-0.7
CC(=O)c1cccc(NC(=O)CN2CCN(S(=O)(=O)/C=C/c3ccccc3)CC2)c1	13.8	-0.8
CCc1sc(C(=O)Nc2cccnc2)cc1Br	36.9	-1.2
CCC(=O)N1CCc2cc(-c3csc(NC(=O)c4ccco4)n3)ccc21	93.7*	1.1
CCC(C)c1ccc(NS(=O)(=O)c2c(C)[nH]c(=O)[nH]c2=O)cc1 (stereo not drawn)	0.9	-0.4
CCN(CC)c1ccc(NC(=O)c2ccccc2Br)cc1S(=O)(=O)Nc1ccccc1OC	14.0	x
COc1ccc(/C=C(\C#N)C(=O)OCC(=O)Nc2c(C)cccc2C(C)C)cc1	1.9	-0.5

In a second layout: results already given.
O=C(c1ccc(Cl)c(Cl)c1)N1CCN(Cc2ccc3c(c2)OCO3)CC1
  OX1R antag = 4.2 | STK33 kinase inh = -1.3

COc1ccc(/C=C(\C#N)C(=O)OCC(=O)Nc2c(C)cccc2C(C)C)cc1
  OX1R antag = 1.9 | STK33 kinase inh = -0.5

Further results follow.
SMILES	OX1R antag	STK33 kinase inh
COc1ccc2c(c1)-c1c(ssc1=S)C(C)(C)N2S(=O)(=O)c1ccc(C)cc1	4.5	-1.6
Cc1ccc(N2C(=O)c3n[nH]c(C)c3C2c2ccccn2)cc1 (stereo not drawn)	5.0	-0.1
CC1O[C@@H](OC2C(COC3OC(CO)C(O)[C@H](O)C3O)OC(OC3CC[C@]4(C)C(CC[C@@]5(C)[C@@H]4CC=C4[C@@H]6CC(C)(C)CC[C@]6(CO)C(O)C[C@]45C)C3(C)C)C(O)C2O)C(O)C(O)C1O (stereo partly drawn)	11.0	-0.4
COC(=O)c1sccc1NC(=O)C1CC2CCC1C2 (stereo not drawn)	7.6	0.1
CC(C)C[C@@H](COc1ccccc1)N1CCN(C)CCC1=O	22.2	0.0
COc1cccc(NS(=O)(=O)CC23CCC(CC2=O)C3(C)C)c1 (stereo not drawn)	9.9	0.2
N/C(=N\OC(=O)c1ccc(Cl)cc1Cl)c1ccccc1	-5.7	7.7
Cc1ccc(S(=O)(=O)NCCC(=O)Nc2ccc(Cl)c(Cl)c2)cc1C	23.2	-1.3
Cc1ccc(Nc2nc3ccccc3[nH]2)nc1	8.8	0.6
CC(C)n1c(O)c(N=Nc2ccc(Cl)c(C(=O)O)c2)c2ccccc21	24.8	-2.6
Cc1ccc(-c2nnc(Nc3ccc(CC(N)=O)cc3)c3ccccc23)cc1S(=O)(=O)NCC1CCCO1 (stereo not drawn)	16.6	-0.6
CC(C)N(C(=O)C[n+]1ccsc1N)c1ccccc1	10.1	0.7
O=C(CN1C(=O)NC2(CCCCCC2)C1=O)NCCc1ccccc1	0.3	0.8
CC1=NN(C(=O)c2cccnc2)C(O)(C(F)(F)F)C1 (stereo not drawn)	1.9	-2.4
CCOC(=O)C1CCN(C(=O)COc2ccc3c(C)cc(=O)oc3c2)CC1	9.3	-0.4
Cc1cccn2c(=O)c(/C=C(\C#N)S(=O)(=O)c3ccccc3)c(Oc3ccc(Cl)cc3)nc12	7.7	-2.0
CCCCN(CC)CCCNC(=O)c1cn(C)c(=O)c2c1c1ccccc1n2C	8.4	3.7
COc1ccc(N2CCN(C(=O)C(CCSC)N=C3NS(=O)(=O)c4ccccc43)CC2)cc1 (stereo not drawn)	21.6	-0.3
O=C(CN1CCCCC1)Nc1ccccc1	5.5	-1.5
Cc1ccc2c(c1)=C(c1ccccc1)N(O)CC(=O)N=2	9.7	-1.4

3 compounds already listed, ordered by their value in OX1R antag, rising.
SMILES	OX1R antag	STK33 kinase inh
O=C(CN1CCCCC1)Nc1ccccc1	5.5	-1.5
COc1cccc(NS(=O)(=O)CC23CCC(CC2=O)C3(C)C)c1 (stereo not drawn)	9.9	0.2
COc1ccc(N2CCN(C(=O)C(CCSC)N=C3NS(=O)(=O)c4ccccc43)CC2)cc1 (stereo not drawn)	21.6	-0.3

Next results:
SMILES	OX1R antag	STK33 kinase inh
CN(CC(=O)NC1CCCc2ccccc21)S(=O)(=O)c1ccc2c(c1)c(=O)n(C)c(=O)n2C (stereo not drawn)	9.1	0.7
Cc1cc(-c2csc(NC(=O)c3cccc(S(=O)(=O)N(C)C)c3)n2)c(C)n1-c1ccccc1	-0.2	0.1
O=C(Nc1ccc(F)cc1F)c1ccccc1NC(=O)C1CC=CCC1C(=O)O (stereo not drawn)	7.2	-0.8
O=C(NCCNC(=O)c1ccccn1)c1ccc(Cl)cc1	13.7	0.1
Cc1noc(NC(=O)c2c(-c3c(Cl)cccc3Cl)noc2C)c1[N+](=O)[O-]	7.0	-0.2
Cc1cc(C)nc(SCc2cn3cc(Cl)ccc3n2)n1	7.0	1.7
COc1ccc(-c2nn(-c3ccccc3)cc2/C=N/NC(=O)c2cccc(S(=O)(=O)Nc3ccccc3OC)c2)cc1	14.1	-1.9
CC(C)c1ccccc1OCCNC(=O)c1cncc(Br)c1	12.6	0.2
COc1ccc(OC)c(S(=O)(=O)Nc2ccc(CC(=O)O)cc2)c1	10.4	-2.7
CCCn1c(=O)c2sccc2n2c(CCCC(=O)NCc3ccco3)nnc12	16.9	-0.1
O=C(Nc1cccc(Cl)c1)NC1CC2CCC(C1)N2Cc1ccco1 (stereo not drawn)	7.2	-0.3
CCCCN(C)CCNS(=O)(=O)c1ccc2c(c1)n(C)c(=O)c(=O)n2C	3.1	-0.1
CN(C)C(/C=C/Nc1ccccc1F)=C(C#N)C#N	20.4	-0.7
Oc1ccccc1-c1n[nH]c(=S)n1Cc1ccco1	13.0	-0.9
O=C(Nc1cc2c3c(c1)CC(=O)N3CCC2)c1c(F)cccc1F	20.3	-0.7
O=C(COc1ccccc1)N(Cc1nnc(-c2ccccc2Cl)o1)C1CC1	13.4	-0.3
Cc1ccc(S(=O)(=O)N(CC(=O)N2CCOCC2)c2ccc(Br)cc2)cc1	11.6	-0.4
Cc1ccc(CNC(=O)C2CCCN(S(=O)(=O)c3c(C)n[nH]c3C)C2)cc1 (stereo not drawn)	10.4	0.3
Cc1cccc(NS(=O)(=O)c2ccc(C(=O)NCC(c3ccco3)N3CCCCC3)cc2)c1C (stereo not drawn)	28.1	1.3
C[n+]1cn(CC(O)COCc2ccccc2)c2ccccc21 (stereo not drawn)	6.6	0.5
COc1ccc(-n2c(SCC(=O)Nc3cccc(C(=O)O)c3)nnc2-c2ccco2)cc1	11.8	-0.7
Nc1cc(S(=O)(=O)Nc2ccc(Br)cc2)ccc1Cl	6.9	0.0
Cn1c(-c2ccc(Cl)cc2)cnc1NCc1cc2c(cc1[N+](=O)[O-])OCO2	8.2	-1.2
CCOc1ccc(N(CC(=O)N2CCN(C(=O)CN(c3ccc(OCC)cc3)S(C)(=O)=O)CC2)S(C)(=O)=O)cc1	5.4	-2.1
CC(C)C[C@H](NC(=O)[C@@H]1Cc2ccccc2CN1)C(=O)Nc1ccc(C(C)C)cc1	6.2	-0.6
Cc1cccc(CSc2nnc(-c3ccco3)n2C)c1	9.0	-1.4
Cc1ncc(CN2CCCC(C(=O)Nc3ccc(-c4cccc(F)c4)cc3)C2)cn1 (stereo not drawn)	17.7	-0.5
O=c1[nH]nc(N/N=C/c2ccc(Cl)cc2Cl)c(=O)[nH]1	6.5	0.3
O=C(NCc1ccccc1)C1CCCN(S(=O)(=O)c2cccnc2)C1 (stereo not drawn)	17.7	-0.1
CCOC(=O)N1CCC(NC(=O)C2CCCN2C(=O)OCc2ccccc2)CC1 (stereo not drawn)	15.7	x
Cc1ccc(-n2nnc3c(=O)n(CC(=O)N4CCOCC4)cnc32)cc1	13.3	1.2
CC(C)(C)c1cc(NC(=O)C2CCCO2)no1 (stereo not drawn)	4.4	-0.2
O=[N+]([O-])c1ccc(OCCO)nc1	22.6	0.2
CCCNC(=O)N1CCN(S(=O)(=O)c2ccc(C)cc2)CC1	6.8	-2.2
N#Cc1c(-c2ccc(F)cc2)cc(C2CC2)nc1SCC(=O)c1cccs1	13.7	-0.3
COc1ccc(Nc2nccc(-c3ccc(C#N)cc3)n2)cc1	19.8	-0.3
Cc1nnc(NC(=O)c2c(F)c(F)c(F)c(F)c2F)s1	6.8	0.7
Cc1ccc(CN2CC(C(=O)Nc3ccc(S(=O)(=O)N4CCCCC4)cc3)CC2=O)cc1 (stereo not drawn)	8.0	2.7
COc1ccc(OC)c(S(=O)(=O)N2CCC(C(=O)Nc3cccc(C)c3C)CC2)c1	29.4	1.1
Cc1ccc(-n2nc3c(c2NC(=O)c2ccc(S(=O)(=O)N4CCOCC4)cc2)CSC3)c(C)c1	16.2	x
O=C(NCc1ccccn1)C1CCN(S(=O)(=O)c2ccccc2)CC1	-8.2	-0.6
S=C(Nc1ccc(OCc2ccccc2)cc1)Nc1cccc(Cl)c1Cl	5.6	-0.5
CCc1ccc(NC(=O)N2CCN(C(=O)C3CCCO3)CC2)cc1 (stereo not drawn)	1.5	-0.5
Cc1ccsc1C(=O)NCc1ccccc1Cl	3.2	0.8
Cc1cccc(N(C(=O)Cn2nnc(-c3ccccc3F)n2)C(C(=O)NC(C)(C)C)c2ccncc2)c1 (stereo not drawn)	29.1	0.5
O=C(NC1CCCCCC1)C(Cc1ccccc1)n1cccc1 (stereo not drawn)	11.8	-1.0
COc1ccc2nc(NC(=O)CSc3nccc(C)n3)sc2c1	32.2	3.0
Nc1nc(-c2cc(-c3ccccc3)no2)cs1	4.6	1.7
CC1(C)CC(=O)c2cnc3nc4ccccc4n3c2C1	20.3	-1.2
CCOCCCNC(c1ccccc1)c1ccncc1 (stereo not drawn)	x	-12.8

Part of the list above in a different format.
OX1R antag | STK33 kinase inh | Compound
3.2 | 0.8 | Cc1ccsc1C(=O)NCc1ccccc1Cl
29.1 | 0.5 | Cc1cccc(N(C(=O)Cn2nnc(-c3ccccc3F)n2)C(C(=O)NC(C)(C)C)c2ccncc2)c1 (stereo not drawn)
